Ba/F3 V617F tox – reduced viability of JAK2V617F-dependent Ba/F3 cells, primary screen, JAK2V617F inhibitor project, cell-based, Ba/F3 EpoR-JAK2V617F, luminescence; 220,000 compounds, 1.1% hits; ATP luminescence; inhibition, % at 5.6 µM; AID 1446, 2008;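 active means inhibition above the campaign mean plus 3 SD over all tested compounds, cut at about 24% in these data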;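 further: cytokine-independent growth of Ba/F3 cells driven by EpoR plus mutant JAK2; 0% = DMSO-treated cells and 100% = JAK inhibitor I control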
m-calpain inh – inhibitors of pig calpain II, primary screen, biochemical, fluorogenic peptide substrate, 1536-well; inhibition, % at 16 µM; purified calpain II, 30 min; 220,000 compounds, 0.37% hits;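 active means inhibition above about 50%, limit read from the data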
S1P4 ag – S1P4 receptor agonists, primary screen, cell-based; Sphingosine 1-phosphate receptor 4 (Homo sapiens), O95977; S1P4-expressing cell line, agonist reporter assay; activation, % at 4.98 µM; 220,000 compounds, 0.35% hits; AID 1509, 2009; in the data active means activation above about 11%;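 further: 0% = DMSO vehicle and 100% = reference agonist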
Target sequence (O95977 whole entry, looked up): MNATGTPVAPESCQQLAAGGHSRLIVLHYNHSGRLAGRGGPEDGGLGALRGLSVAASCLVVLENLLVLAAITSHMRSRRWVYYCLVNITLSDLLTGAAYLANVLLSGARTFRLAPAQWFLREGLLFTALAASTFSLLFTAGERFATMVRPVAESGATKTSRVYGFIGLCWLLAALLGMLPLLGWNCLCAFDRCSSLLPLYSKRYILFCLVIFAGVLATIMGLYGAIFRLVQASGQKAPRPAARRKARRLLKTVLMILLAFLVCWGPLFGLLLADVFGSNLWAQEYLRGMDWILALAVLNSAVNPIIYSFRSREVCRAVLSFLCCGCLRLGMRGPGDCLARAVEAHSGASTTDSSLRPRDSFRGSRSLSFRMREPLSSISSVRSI
TRPML3 ag – human TRPML3 channel agonists, primary screen, cell-based, HEK293 TRPML3-YFP, Fluo-8 calcium fluorescence, 3 µM; Mucolipin-3 (Homo sapiens), Q8TDD5; 100% = the carbachol control signal; activation, % at 3 µM; 220,000 compounds, 0.29% hits; AID 1448, 2008;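 active means activation above its plate's cutoff, the mean activation of the plate's test wells plus 3 SD, cut at about 12% in these data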;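 further: 0% = DMSO only wells and 100% = carbachol wells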
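system = HEK293 cells stably carrying human TRPML3-YFP | doses = one concentration, 3 µM nominal, 0.3% DMSO | timing = dye loading 1 h 37 °C then 30 min ambient, 125 s read | detection = Fluo-8 calcium dye fluorescence, ex 470-495, em 515-575 nm | benchmarks = high control carbachol 87 µM, low control DMSO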
S1P4 antag – S1P4 receptor antagonists, primary screen, cell-based. Sphingosine 1-phosphate receptor 4 (Homo sapiens), O95977. S1P4-expressing cells, antagonist mode, reporter read-out. inhibition, % at 4.98 µM. 220,000 compounds, 0.26% hits. AID 1510, 2009; in the data active means inhibition above about 29%;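 further: 0% = wells stimulated with agonist and 100% = vehicle wells without agonist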
PERK inhibitor – block of dimerizer-induced PERK translation repression, primary screen, PERK inhibitor project, CHO PERK-DD cells, SEAP luminescence, HTS; Eukaryotic translation initiation factor 2-alpha kinase 3 (Homo sapiens), Q9NZJ5; CHO PERK-DD fusion, SEAP luminescence translation reporter; inhibition, % at 5.6 µM; 220,000 compounds, 0.17% hits; AID 1416, 2008;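 active means inhibition above the mean inhibition of all tested compounds plus 3 SD, set separately per screening campaign, cut at about 2.9% in these data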;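 further: PERK kinase domain activated by AP20187 dimerizer at 100 nM; 0% = DMSO with dimerizer and 100% = rapamycin at 8.4 µM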
BaF3 tox – parental Ba/F3 cell viability inhibition, counter-screen for JAK2V617F inhibitor project, murine pro-B, CellTiter-Glo luminescence | CellTiter-Glo ATP luminescence | 220,000 compounds, 1.1% hits | inhibition, % at 5.6 µM;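 active means inhibition above a per-campaign cutoff, the mean inhibition of all tested compounds plus 3 SD, cut at about 27% in these data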;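 further: 0% = DMSO wells and 100% = JAK Inhibitor I control wells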
EP2 modulator – EP2 receptor modulators, cAMP readout, primary screen, cell-based, HTRF cAMP, PGE2 stimulation | Prostaglandin E2 receptor EP2 subtype (Homo sapiens), P43116 | EP2-expressing cells, cAMP HTRF FRET, PGE2 co-stimulation | induction, % at 25 µM | 260,000 compounds, 0.83% hits;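 active means compounds whose cAMP rise, as percent of the full-agonist control response, exceeds 60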;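 further: rat C6 glioma line stably carrying human EP2 under a CMV promoter; the protocol text gives 20 µM as final concentration; 100% = response of wells given 1 µM PGE2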
Target sequence (P43116 whole entry, looked up): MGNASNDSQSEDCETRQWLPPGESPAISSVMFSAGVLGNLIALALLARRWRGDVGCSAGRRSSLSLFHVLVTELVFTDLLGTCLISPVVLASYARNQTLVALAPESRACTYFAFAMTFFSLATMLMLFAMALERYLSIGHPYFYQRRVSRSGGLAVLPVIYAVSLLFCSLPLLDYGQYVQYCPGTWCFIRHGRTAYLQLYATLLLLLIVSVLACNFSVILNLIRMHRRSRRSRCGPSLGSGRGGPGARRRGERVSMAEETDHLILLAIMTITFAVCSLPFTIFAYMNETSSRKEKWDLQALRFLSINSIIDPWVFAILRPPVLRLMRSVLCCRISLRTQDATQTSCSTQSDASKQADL
TRPN1 ag – zebrafish TRPN1 channel agonists, primary screen, cell-based, HEK293, calcium fluorescence; HEK293 zebrafish TRPN1-YFP, Fluo-8 calcium fluorescence; 100% = response to 87 µM carbachol; activation, % at 3 µM; 220,000 compounds, 0.18% hits;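 active means activation above its plate's cutoff, the mean activation of test wells on that plate plus 3 SD, cut at about 19% in these data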;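 further: 0% = DMSO alone and 100% = 87 µM carbachol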
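Material: zebrafish TRPN1-YFP in HEK293 cells. Doses: one dose of 3 µM, 0.3% DMSO. Incubation: dye 1 h 37 °C plus 30 min RT. Measured by: intracellular calcium fluorescence with Fluo-8.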
The depositor's hits bear a star; i = inactive; & = joins results of further samples.

SMILES	Ba/F3 V617F tox	m-calpain inh	S1P4 ag	TRPML3 ag	S1P4 antag	PERK inhibitor	BaF3 tox	EP2 modulator	TRPN1 ag
COc1cc(NC(=O)Cc2c(C(=O)O)[nH]c3ccccc23)cc(OC)c1OC	0	-16	-0.2	-0.8	-13	1.5	5	50	-0.1
Cc1cc(C(=O)COC(=O)C2=NN(c3ccccc3)C(=O)CC2)c(C)n1CC(F)(F)F	4	17	-1.9	0.3	5	1.1	9	-8	0.6
OC(COc1ccc2cc(Br)ccc2c1)CN1CCOCC1 (centres undefined)	0	-24	0.6	1.8	-21	-0.6	6	-35	2.3
N#Cc1c(N)n[nH]c1-c1cc2c([nH]1)CCCC2	-1	11	1.5	0.2	-2	1.3	0	12&-63	-0.9
Cc1ccc(Nc2nc(-c3ccccc3)c(CC(=O)O)s2)cc1	0	-5	0.8	1.8	-5	0.3	5	4	4.0
CC(Nc1nc(N2CCCC2)nc2ccccc12)c1ccccc1 (centres undefined)	22	-47	-0.6	0.1	-6	0.3	21	-8	1.9
O=C(NC(=O)c1cccc(OC(F)(F)C(F)F)c1)OC1CCS(=O)(=O)C1 (centres undefined)	2	13	-0.3	1.2	-15	0.4	3	16	-0.5
Cn1nc(C(F)(F)F)c2cc(C(=O)N3CCOCC3)sc21	1	-11	-0.7	0.9	-3	-0.2	8	10	0.6
O=C(c1cnccn1)N1CCN(c2ccccc2F)CC1	0	-4	0.6	0.2	-11	1.0	4	-1	-0.4
COC(=O)c1[nH]c2ccccc2c1NC(=O)CN1CCC(C(N)=O)(N2CCCCC2)CC1	1	-38	2.0	1.0	-19	0.3	4	17	-0.6
CCN(CC)C(=O)CSc1ncnc2c(-c3cccs3)nsc12	-1	-58	1.2	0.7	-5	-0.1	-1	-3	1.0
Cc1csc(NC(=O)CSc2nnc(Cn3c(=O)sc4ccccc43)n2-c2ccccc2)n1	-1	14	-1.3	-0.2	9	-0.6	6	26	0.9
O=C(CNCCO)N1N=C(c2cccs2)CC1c1cccs1 (centres undefined)	-4	-27	0.3	-0.9	-7	0.6	3	-24	0.1
O=C1N(c2cccc(Cl)c2)C(c2ccc(Cl)cc2)N2CCCN12 (centres undefined)	0	12	1.4	0.2	2	-0.5	5	-15	-2.4
O=C(NCCN1C(=O)S/C(=C\c2cccs2)C1=O)c1ccco1	-2	-6	-0.6	0.3	4	0.0	2	-52	0.3
O=C(CSc1ccccc1)N1CCN(c2ccccc2)CC1	-5	13	-1.8	0.9	-36	0.6	0	1	-0.8
Cc1c(Br)c(C(F)(F)F)nn1CC(=O)NCc1ccco1	0	21	0.9	-0.3	-10	1.0	5	28	-2.2
COc1ccc(NC(=O)Cn2c(=O)sc3ccccc32)cc1	4	6	0.1	0.5	9	-0.9	7	23	1.3
Cc1ccc2[nH]c(=O)c(CN(CC3CCCO3)C(=S)NCc3ccco3)cc2c1 (centres undefined)	2	15	0.6	0.1	-2	-1.2	2	-19	1.1
COc1ccc(-n2cnnc2SCC(=O)NC2CCS(=O)(=O)C2)cc1 (centres undefined)	-3	6	0.1	1.0	8	0.4	4	32	0.1
Cc1cccc(NC(=S)NNC(=O)Cc2ccccc2)c1	0	-7	0.8	1.7	-17	0.8	3	5	0.2
CO/N=C/Cc1c([N+](=O)[O-])c(C)nn1C	0	13	-1.6	0.6	4	1.2	4	-7	-0.8
COc1ccc(C(C(=O)NC(C)(C)C)N(Cc2ccco2)C(=O)CCC(=O)Nc2cc(C)on2)cc1 (centres undefined)	2	25	-1.4	0.6	-5	-1.1	5	17	-0.7
COC(=O)C1(S(=O)(=O)c2ccc(C)cc2)CCOCC1	1	-1	1.8	1.3	-7	2.0	4	20	1.9
CC(=O)/C(=C(/O)c1ccccc1)c1nc2ccccc2[nH]1	-2	-9	2.0	0.8	-1	0.1	3	0	2.5
Cc1nn(-c2ccccc2)c2c1C(=O)N(c1ccccc1)C(=O)C(C)(C)C2	3	4	-2.1	0.3	-6	-0.8	7	6	-0.6
CCCCN(CCCNC(=O)Cn1ncc2ccsc2c1=O)Cc1ccccc1	-4	-44	-0.7	0.2	-8	-0.6	3	5	0.1
Cc1cc(C(=O)NNC(=S)NCc2ccco2)n(C)n1	0	-4	0.2	0.1	-3	-0.1	-1	9	-0.2
CN1CCc2nc(SCC(=O)Nc3ccc(OC(F)(F)F)cc3)c(C#N)c(-c3cccs3)c2C1	-1	-28	1.3	0.6	-8	-0.2	4	13	1.1
COCCCNC(=O)c1ccc2c(c1)OCO2	-5	-5	-2.1	0.3	-5	0.6	-1	-30&0	0.5
CCCCOc1c(Br)cc(/C=C2\N=C(C)OC2=O)cc1OCC	6	-41	-4.0	-0.1	7	1.1	5	20	-0.4
COc1ccc(-c2nc3ccccn3c2CN2CCN(c3ccccc3F)CC2)cc1	1	-4	0.2	1.0	-4	0.4	5	54	0.1
CCOc1ccc(CSC(=N)N)cc1	1	30	-1.8	0.3	-22	-0.4	10	17	-0.3
CC1(C)N=C(c2ccc(Cl)cc2Cl)C(=O)N1	-2	-26	0.9	0.2	-5	0.6	4	4	0.1
CSc1nc(C)cc(SCC(=O)N/N=C/c2ccccc2)n1	-3	-8	0.4	1.1	-10	-0.1	3	-35	-0.6
Cc1ncc(CN2CCN(C(C)C)C(CCO)C2)s1 (centres undefined)	-1	-19	1.4	0.4	-9	0.6	2	-10	2.3
CC(=O)Nc1ccc(S(=O)(=O)Oc2ccc(/C=N/N=C3/NC(=O)C(CC(=O)O)S3)cc2)cc1 (centres undefined)	2	16	-0.6	0.7	-10	-0.1	-3	-15	1.1
Cc1cc(-n2nc(C)cc2C)nc(NS(=O)(=O)c2ccccc2Cl)n1	-2	33	-0.2	0.5	6	0.7	4	22	0.6
O=C(c1ccc(F)cc1)C1CCN(C(=O)N2CCOCC2)CC1	0	-16	2.3	0.8	2	-0.4	1	-16&-20	1.0
COc1ccc(CNC(=O)c2c(N)n(CCCN3CCOCC3)c3nc4ccccc4nc23)cc1	-6	i	6.8	1.0	-1	-0.8	1	-11	-0.1
Cn1ncc2c(NNC(=O)C3CCCCC3)ncnc21	-3	-4	1.5	0.3	-17	0.2	4	-8	1.8
COc1ccc(-n2c(=S)[nH]c3c(sc(=S)n3-c3ccccc3)c2=O)c(OC)c1	1	0	0.1	0.7	-3	0.5	10	8	0.3
CC1CC(C)(C)NC(=S)N1CCCC(=O)Nc1ccc(F)cc1 (centres undefined)	0	-5	2.1	0.2	15	0.3	11	-17	0.2
Cc1cc(C)nc(N(C#N)Cc2ccccc2)n1	-1	5	-0.4	-0.5	15	1.6	4	27	-1.0
Cc1ccc(S(=O)(=O)N(c2cccc(C(F)(F)F)c2)C2C=CS(=O)(=O)C2)cc1 (centres undefined)	-5	3	-1.1	0.7	-20	0.1	1	-33	-1.2
O=C1CSC(c2ccccn2)N1c1ccc(C(F)(F)F)cc1 (centres undefined)	-4	-5	0.6	1.3	-5	-0.7	0	20	-0.5
CC(C)CN(C(=O)COC(=O)c1ccc(-c2ccccc2)cc1)C1CCS(=O)(=O)C1 (centres undefined)	-1	-9	0.1	1.0	2	0.5	4	-13	1.3
COCCOC(=O)C1=C(C)N=C2SCCC(=O)N2C1/C=C/c1ccccc1 (centres undefined)	-4	8	-1.6	-0.2	-19	-0.3	2	-1	-0.7

An excerpt of these results, bar-delimited.
compound | Ba/F3 V617F tox | m-calpain inh | S1P4 ag | TRPML3 ag | S1P4 antag | PERK inhibitor | BaF3 tox | EP2 modulator | TRPN1 ag
Cc1cc(C)nc(N(C#N)Cc2ccccc2)n1 | -1 | 5 | -0.4 | -0.5 | 15 | 1.6 | 4 | 27 | -1.0
Cc1ccc(S(=O)(=O)N(c2cccc(C(F)(F)F)c2)C2C=CS(=O)(=O)C2)cc1 (centres undefined) | -5 | 3 | -1.1 | 0.7 | -20 | 0.1 | 1 | -33 | -1.2
O=C1CSC(c2ccccn2)N1c1ccc(C(F)(F)F)cc1 (centres undefined) | -4 | -5 | 0.6 | 1.3 | -5 | -0.7 | 0 | 20 | -0.5

(listing goes on)
SMILES	Ba/F3 V617F tox	m-calpain inh	S1P4 ag	TRPML3 ag	S1P4 antag	PERK inhibitor	BaF3 tox	EP2 modulator	TRPN1 ag
CCCCSc1nc2c(cnn2-c2ccc(Cl)cc2)c(=O)[nH]1	-2	30	-2.3	-0.2	-8	1.8	0	32	-0.5
Cc1nnc(NC(=O)CSc2nnc(Cc3ccccc3)n2Cc2ccccc2)s1	-2	-15	0.6	0.1	-3	0.3	3	35	0.1
COc1ccc(/C(N)=N/OC(=O)Cc2ccccc2)cc1	-5	-5	1.5	0.1	-15	0.8	1	0	0.0
CC(=O)Nc1ccccc1OC(C)C(=O)N1CCC(C)CC1 (centres undefined)	0	-9	0.6	1.2	-7	-0.7	6	3	0.2
COc1ccccc1NS(=O)(=O)c1cc(NC(=O)c2ccncc2)ccc1N1CCCC1	5	-65	0.5	0.2	7	-0.5	10	-14	2.4
c1ccc(-c2nnc(CN3CCCc4ccccc43)o2)cc1	-1	24	-1.9	1.1	11	0.3	4	11	2.9
COCCCNC(=O)CSc1nc2c(sc3ccccc32)c(=O)n1CCCC(=O)NCC1CCCO1 (centres undefined)	0	-23	0.0	0.6	-7	0.1	6	9	1.9
CCC(C)(C)NC(=O)C(c1ccc(F)cc1)N(Cc1cccc(OC)c1)C(=O)c1cnccn1 (centres undefined)	-2	13	-3.2	-0.6	-4	-0.3	2	-11	-2.1
CCCCc1ccc(NC(=O)C(C)CC)cc1 (centres undefined)	3	-17	0.6	-0.7	1	0.5	8	-17	-0.6
COc1ccc2c(CN(C)c3ccccc3)cc(=O)oc2c1	0	4	0.0	-0.6	6	1.0	3	-11	-0.7
Cc1onc(-c2ccccc2)c1C(=O)Nc1ccon1	-2	-16	-2.5	0.2	2	-0.1	3	18	-0.8
CCN(c1ccccc1)c1nc2nonc2nc1NCCO	2	7	1.9	-0.7	6	0.9	-2	0	-1.0
COc1ccc(CC(=O)NCc2n[nH]c(=S)n2-c2ccccc2)cc1	-2	22	0.8	0.7	-24	1.6	1	15	-1.5
COc1cc(N=Nc2c(O)c3ccccc3[nH]c2=O)c(OC)cc1N=Nc1ccccc1	-3	-15	-1.0	1.3	22	-0.1	-3	-1	-0.1
CCCN1CCC(NC(=O)Nc2ccc(F)cc2F)CC1	5	-7	1.9	0.9	-6	0.3	6	-5	0.8
COc1ccc(Cc2nnc(N/N=C/c3ccc(O)cc3O)[nH]c2=O)cc1OC	-2	13	2.8	0.4	1	0.3	5	-18	0.3

Screens as filed in PubChem BioAssay.
